High-throughput results: PubChem, National Center for Advancing Translational Sciences (NCATS)
N370S GC mod: qHTS Assay for Inhibitors and Activators of N370S glucocerebrosidase as a Potential Chaperone Treatment of Gaucher Disease; AID 2101, 2009; 330,000 tested, 0.092% active; N370S GC spleen homogenate, 4MU-glucoside fluorescence; Lysosomal acid glucosylceramidase (Homo sapiens), P04062; Potency, µM (doses to about 59.4 µM), without a hit: top-dose activity change, negative = inhibition, most hits filed as inhibitors;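 also: 0% = full enzyme activity and -100% = no enzyme basal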
DT40 TDP1 CPT: qHTS for Inhibitors of human tyrosyl-DNA phosphodiesterase 1 (TDP1): qHTS in cells in presence of CPT; Potency, µM (titrated, usually from 46.2 µM), without a hit: top-dose activity change, negative = growth inhibition, usual class: inhibitors; chicken DT40 Tdp1-/-;hTDP1 cells + 20 nM CPT, ATP luminescence, 48 h; 420,000 tested, 12% active; also: nearly all actives have a fitted effect of over 55% in size
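Chicken DT40 Tdp1-/- cells complemented with human TDP1, 400 cells/well, exposed to compounds plus 20 nM camptothecin for at least 48 h at 37 C; viability read as ATP content by CellTiter-Glo luminescence.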
FEN1 inhibitor: qHTS Assay for the Inhibitors of Human Flap endonuclease 1 (FEN1). P39748. Recombinant FEN1 flap cleavage, fluorescence, 15 min. Potency, µM (top dose mostly 114 µM), without a hit: at the highest dose activity change, negative = inhibition, hits mostly inhibitors. 390,000 tested, 0.35% active; also: nearly all actives have a fitted effect of over 65% in size
Target sequence (P39748 whole entry, looked up): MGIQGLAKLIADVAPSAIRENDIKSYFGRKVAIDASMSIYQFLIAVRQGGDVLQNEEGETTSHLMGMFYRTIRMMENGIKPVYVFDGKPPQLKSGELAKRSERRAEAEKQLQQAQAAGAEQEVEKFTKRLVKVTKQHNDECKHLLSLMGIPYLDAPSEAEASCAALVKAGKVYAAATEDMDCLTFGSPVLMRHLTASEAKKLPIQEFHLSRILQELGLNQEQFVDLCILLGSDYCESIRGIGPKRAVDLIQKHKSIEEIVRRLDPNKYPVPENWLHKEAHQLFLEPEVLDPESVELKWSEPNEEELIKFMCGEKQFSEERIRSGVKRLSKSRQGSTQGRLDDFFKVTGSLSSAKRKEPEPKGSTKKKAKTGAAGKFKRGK
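Read-out was taken twice, immediately and after 15 min, following addition of 50 nM substrate to 10 nM FEN1 that had sat with test compound for 15 min at room temperature. Curves came from a four-parameter Hill model.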
* = called active by the depositor; ? = inconclusive; nt = no result given; & = joins results of further samples; [ ] = remark or other dose. Calls follow the shape of the dose curve; as a rule, active = well fitted curve in the direction sought with a large enough effect; inconclusive = small, poorly fitted or top-dose-only effect, or another doubt; inactive = no such curve, though single readings can be large; an effect the other way counts as inactive or inconclusive. Unless noted, % is scaled to controls: 0 for no effect and ±100 for the full control effect; potency is read from the fitted curve at half-maximal effect. Only part of the results is shown. The share of hits here may be higher or lower than overall.

compound	N370S GC mod	DT40 TDP1 CPT	FEN1 inhibitor
N#CC1=C(SCc2ccc(C#N)cc2)N=C(N)C(c2nc(-c3ccccc3)cs2)C12CCCCC2 (stereo unspecified)	?	?	-14%
COC(=O)c1cc(Cc2ccc(N)c(C(=O)OC)c2)ccc1N	12%	-20%	-11%
COc1ccc(S(=O)(=O)N2CCN(C(=O)c3cc(C)nc4ccccc34)CC2)cc1OC	nt	-7%	0%
CCC/C(O)=C1\C(=O)CC(C)(C)CC1=Nc1cccc([N+](=O)[O-])c1	2%	?	-8%
COc1ccc(NC(=O)c2cc([N+](=O)[O-])ccc2N2CCCC2)cc1	10%	4%	-1%
O=C(OCc1cc(=O)n2c(n1)sc1ccccc12)c1ccc2c(=O)n3c(nc2c1)CCC3	7%[2.35 µM]	-7%	7%
CCCCCC(=O)NC(Nc1ccc(S(N)(=O)=O)cc1)C(Cl)(Cl)Cl (stereo unspecified)	-5%	16µM*	-16%
CCN(CC)S(=O)(=O)c1ccc(C(=O)N2CCCCC2)cc1	0%	-1%	-11%
Cn1c(C(=O)N2CCC(C(=O)N3CCN(Cc4ccc5c(c4)OCO5)CC3)CC2)cc2sccc21	1%	-11%	-3%
O=C1CC(SC2=NCCS2)C(=O)N1c1ccc(Cl)cc1 (stereo unspecified)	-2%	6%	5%
COC(=O)c1cc(C)nc2c1c(=O)nc(SCc1ccccc1F)n2C1CC1	nt	-3%	12%
CCCNC(=O)COC(=O)/C=C/c1ccc(C)o1	-5%	4%	9%

Entries of single compounds as entered above. Order of values: N370S GC mod	DT40 TDP1 CPT	FEN1 inhibitor
Record of COc1ccc(NC(=O)c2cc([N+](=O)[O-])ccc2N2CCCC2)cc1 = 10%	4%	-1%
Record of O=C(OCc1cc(=O)n2c(n1)sc1ccccc12)c1ccc2c(=O)n3c(nc2c1)CCC3 = 7%[2.35 µM]	-7%	7%
Record of CCN(CC)S(=O)(=O)c1ccc(C(=O)N2CCCCC2)cc1 = 0%	-1%	-11%
Record of Cn1c(C(=O)N2CCC(C(=O)N3CCN(Cc4ccc5c(c4)OCO5)CC3)CC2)cc2sccc21 = 1%	-11%	-3%
Record of O=C1CC(SC2=NCCS2)C(=O)N1c1ccc(Cl)cc1 (stereo unspecified) = -2%	6%	5%

Next part.
compound	N370S GC mod	DT40 TDP1 CPT	FEN1 inhibitor
O=C(COc1cccc2ccccc12)NNC(=O)c1cccs1	5%	-2%	-2%
CCOC(=O)C(NC(=O)CC)(Nc1ccc(S(=O)(=O)Nc2cc(C)on2)cc1)C(F)(F)F (stereo unspecified)	-2%	6%	4%
Cc1ccc(C(=O)N/N=C\c2cc3c(cc2Br)OCO3)s1	4%	-1%	5%
CCOC(=O)C1CCCN(CC(=O)Nc2nc(-c3ccccc3)cs2)C1 (stereo unspecified)	25%	?	-2%
CCCOC(=O)C(C)n1cnc2scc(-c3ccc(C)cc3)c2c1=O (stereo unspecified)	-2%	?	8%
CN(C(=O)C(=O)c1cn(CC(=O)N2CCCC2)c2ccccc12)C1CCCCC1	-2%	-14%	0%
N#Cc1ccc(CSc2nnc(NC(=O)CCc3nc4ccccc4c(=O)[nH]3)s2)cc1	-2%	5%	-12%
CC(C(=O)c1ccc(-c2ccccc2)cc1)[n+]1cccc(C(N)=O)c1 (stereo unspecified)	-6%	11%	11%
CN(CC(=O)Nc1cccc(F)c1)C(=O)CCc1nc2ccccc2c(=O)[nH]1	-3%	?	3%
COCCn1c(=O)cnc2cnc(Nc3ccccc3)nc21	-16%	9.2µM*	nt
CC(NC(=O)CCc1ccccc1)c1ccc2c(c1)OCO2 (stereo unspecified)	-11%	-1%	-8%
CC(=O)Nc1ccc(S(=O)(=O)NNc2ccc([N+](=O)[O-])cc2)cc1	-11%	?	?

More entries:
compound	N370S GC mod	DT40 TDP1 CPT	FEN1 inhibitor
c1ccc(-c2ccccc2OCCCN2CCCCC2)cc1	22%	16µM*	-2%
CS(=O)(=O)N1CCC2(CCCN(c3ccccn3)C2)CC1	-5%	-25%	nt
COc1cccc(C(=O)n2ccc(-c3cccs3)n2)c1	1%	5%	2%
CC(=O)Nc1nnc(SCc2cc(=O)c(OC(=O)c3ccccc3)co2)s1	2%	-25%	7%
NC(=O)c1ccc(Sc2nnc(-c3cccs3)n2CC2CCCO2)c([N+](=O)[O-])c1 (stereo unspecified)	12%	?	7%
COc1cc(C(=O)O)ccc1OCc1ccncc1	-8%	-3%	4%
Cc1ccc(C(C(=O)NC2CCCC2)N(C(=O)Cc2cccs2)c2ccc(C)c(C)c2)o1 (stereo unspecified)	7%	?	-10%
O=C(Nc1ccncc1)c1c(F)cccc1F	2%	?	-1%
Cc1c(CCC(=O)O)c(=O)oc2cc(OCc3ccccc3Br)ccc12	6%	3%	-31%
CCN(C(=O)Cn1cc(C(F)(F)F)ccc1=O)c1c(N)n(Cc2ccccc2)c(=O)[nH]c1=O	3%	-7%	3%
CCCCn1c(CN2CCN(C)CC2)nc2ccccc21	-15%	-1%	-6%
O=C(COc1cccc2ccccc12)Nc1nc2ccccc2[nH]1	5%	?	-14%

(next part)
compound	N370S GC mod	DT40 TDP1 CPT	FEN1 inhibitor
O=C(O)C(S)[C@@H](S)C(=O)O (stereo partly specified)	10%	-11%	nt
COC(=O)c1ccc(NS(=O)(=O)c2cc(C)ccc2OC)cc1	0%	?	5%
CCCCc1ccc(-c2nc(-c3ccncc3)no2)cc1	4%	-21%	1%
Clc1cccc(CNc2nc(-c3cccnc3)nc3ccccc23)c1	?	?	?
COC(=O)C1=C(C)N(Cc2ccccc2)C(=NCc2cccc(C(F)(F)F)c2)N[C@H]1c1cccc(F)c1	-14%&-27%	6.5µM*	-11%
NS(=O)(=O)c1ccc(N2CCOCC2)c(C(=O)NCCCSc2ccccc2)c1	nt	?	13%
Cn1ccnc1C(=O)c1ccc(Cl)c(S(=O)(=O)N2CCOCC2)c1	2%	15%	1%
O=C(Cc1cccc2ccccc12)Nc1cccnc1	2%	0%	2%
Cn1c(N)c(C(=O)COC(=O)COc2ccc(C#N)cc2)c(=O)n(C)c1=O	15%	-10%	-21%
COc1ccc(C2C3=C(CC(C)(C)CC3=O)Oc3ncn4nc(-c5cccnc5)nc4c32)cc1 (stereo unspecified)	nt	9%	-6%
O=[N+]([O-])c1ccc(Cl)cc1N1CCCC1	-3%	-2%	-6%
Cc1c(Cl)cnc(NC(=O)COC(=O)c2ccc3ncsc3c2)c1Cl	-2%	-10%	-6%

Other compounds follow:
compound	N370S GC mod	DT40 TDP1 CPT	FEN1 inhibitor
CCN(CC)c1ccc(C(=O)NNC(=O)CCNC(=O)c2ccccc2)cc1	nt	-13%	-2%
CCCc1ccc2c(N)c(C#N)sc2n1	-2%	?	1%
COc1ccccc1-c1cc(C(=O)Nc2c(C)nn(Cc3ccc(Cl)cc3)c2C)no1	nt	21µM*	-24%
O=[N+]([O-])c1ccc(Cl)c(/C=N/n2c(C3CCCCC3)n[nH]c2=S)c1	5%	?	-5%
Cc1ccc(C(=O)N2CCN(S(=O)(=O)c3ccccc3)CC2)s1	-4%	-11%	-2%
COc1cccc(N(CC(=O)NCCSc2ccc(Cl)cc2)S(C)(=O)=O)c1	5%	-23%	-17%
COc1ccc(-c2noc(N3CCC(C(=O)NCCCN4CCCC(C)C4)CC3)n2)cc1 (stereo unspecified)	-6%	?	20%
CS(=O)(=O)Nc1ccccc1C(=O)O	20%	-4%	-4%
CCc1ccc(C2c3[nH]c4ccccc4c3CCN2C(=O)CNC(N)=O)cc1 (stereo unspecified)	-2%	-14%	-8%
COc1ccccc1OC(C)C(=O)Nc1ccc(S(=O)(=O)N2CCN(C)CC2)cc1 (stereo unspecified)	-19%	5%	-2%
CC1=C(C)CC(C(=O)NCC(=O)c2ccccc2)C(C(=O)O)C1 (stereo unspecified)	7%	-9%	8%
C=CCn1c(O)c(N=NC(=S)Nc2ccccc2F)c2cc(S(=O)(=O)N3CCOCC3)ccc21	-16%	0.73µM*	-1%

Next section.
compound	N370S GC mod	DT40 TDP1 CPT	FEN1 inhibitor
CCOC(=O)c1cc(-c2ccc(OC)cc2)n(CCC(=O)NCCc2ccc(OCC)c(OCC)c2)c1C	nt	?	15%
CCOC(=O)CN1C(=O)N[C@@H](c2ccccc2)[C@@H](C(=O)OC)[C@H]1C	3%[12.8 µM]	4%	19%
COc1cccc(-c2nccc(-n3ccnc3)n2)c1	?	9%	nt
CC1=NN(c2ccc(S(=O)(=O)O)cc2C)C(=O)C1	-10%	20%	-9%
Cc1c(C(=O)NCc2cccs2)oc2ccc(S(=O)(=O)N3CCOCC3)cc12	-5%	-24%	2%
COc1ccc(-c2nn3c(=O)c(C)nnc3s2)cc1	-16%	-3%	-7%
O=C(c1ccccc1)C1CCN(c2ncccc2[N+](=O)[O-])CC1	-1%	4%	0%
O=C(CCNC(=O)c1ccccc1Cl)NCC12CC3CC(CC(C3)C1)C2	5%	?	-9%
N#Cc1c(NC(=O)CSc2nc3c(c(C(F)(F)F)n2)CCc2ccccc2-3)sc2c1CCCC2	-3%	-19%	-3%
C/C(=N\Nc1c(F)c(F)c(Br)c(F)c1F)c1ccncc1	-9%	8%	5%
CN(C)c1ccc(C=O)c(F)c1	nt	17%	16%
Brc1cc2c(cc1/C=N/Nc1nc(N3CCCC3)nc(N3CCOCC3)n1)OCO2	3%	26µM*	-4%

In another format: two of the compounds above.
Value order – N370S GC mod | DT40 TDP1 CPT | FEN1 inhibitor
COc1ccc(-c2nn3c(=O)c(C)nnc3s2)cc1
  -16% | -3% | -7%
CCOC(=O)c1cc(-c2ccc(OC)cc2)n(CCC(=O)NCCc2ccc(OCC)c(OCC)c2)c1C
  nt | ? | 15%

Next part:
compound	N370S GC mod	DT40 TDP1 CPT	FEN1 inhibitor
Cc1cccc(Nc2c([N+](=O)[O-])c(=O)oc3ccccc23)c1	-9%	-13%	12%
CC(C)NC(=O)Cn1cc(C(=O)COc2ccccc2)c2ccccc21	5%	-8%	6%
CC1CN(C(=O)c2ccc(COc3ccc(C(C)C)cc3)o2)CC(C)O1 (stereo unspecified)	-4%	16µM*	3%
CCC(=O)N1CCc2cc(S(=O)(=O)CCC(=O)N3CCN(c4ccccc4)CC3)ccc21	-2%	-14%	-3%
CCCCOc1ccc(C(=O)N/C(=C\c2ccc(Br)cc2)C(=O)NC2CCCCC2)cc1	nt	5.2µM*	-18%
COc1ccccc1NS(=O)(=O)c1ccc(C(=O)OCC(=O)NCc2ccco2)cc1	5%	-3%	-4%
Cc1ccc2nc3c(cc(C#N)c(=O)n3-c3nnc(SCc4ccc(F)cc4)s3)c(=O)n2c1	nt	-23%	11%
Cc1sc(NC(=O)CCCC(=O)O)c(C(N)=O)c1-c1ccccc1	-3%	21%	-8%
O=C(CNS(=O)(=O)c1cccc2nsnc12)NCc1ccc(Cl)cc1	4%	10%	-12%
O=S(=O)(NC1CCCC1)c1ccc(S(=O)(=O)N(Cc2cccs2)CC2CCCO2)cc1 (stereo unspecified)	6%	?	-11%
CC(C)N(Cc1ccccc1)C(=O)CN1C(=O)NC2(CCCC2)C1=O	nt	-1%	0%
COc1ccc(-c2nc3ccc(NS(=O)(=O)c4ccccc4)cc3o2)cc1	nt	?	-17%

Carrying on:
compound	N370S GC mod	DT40 TDP1 CPT	FEN1 inhibitor
Clc1ccc2nc(COc3ccccc3)[nH]c2c1	19%	?	-10%
COc1cccc(-c2sc3ccc(OC)cc3c2-c2cc(F)cc(OC)c2)c1	nt	-12%	3%
COc1ccc(COC(=O)N/N=C(\C)CC(=O)Nc2ccc(Cl)cn2)cc1	4%	18%	0%
CCCCCNC(=O)CCCCCn1c(=O)[nH]c2ccsc2c1=O	nt	4%	1%
N#CCSc1ccc(S(=O)(=O)N2CCOCC2)cn1	nt	-26%	-1%
COC(=O)c1cc(NC(=O)N2c3ccccc3Sc3ccccc32)cc(C(=O)OC)c1	0%	?	1%
CC(C)C(OC(=O)c1ccco1)C(=O)NCc1ccc2c(c1)OCO2 (stereo unspecified)	-5%	1%	1%
O=C(NCC(c1ccco1)N1CCc2ccccc21)c1ccc([N+](=O)[O-])cc1 (stereo unspecified)	0%	-13%	-16%
COc1ccccc1C1c2c(-c3ccc(Cl)cc3)n[nH]c2C(=O)N1c1ccc(C)cc1 (stereo unspecified)	nt	?	1%
CCOC(=O)N1CCN(C(=O)CN(c2cc(Cl)ccc2OC)S(=O)(=O)c2ccccc2)CC1	-2%	-13%	9%
COc1ccc(CN2CCN(C(=O)c3cccc(OC)c3OC)CC2)cc1OC	-5%	-2%	-5%
Cc1ccc(SCC(=O)Nc2cccc(-c3nnc(-c4ccco4)o3)c2)cc1	3%	18µM*	-20%
CS(=O)(=O)N1CCC2(CCN(c3ccccn3)CC2)CC1	-1%	1%	nt
O=C(CC1C(=O)NCCN1Cc1ccc(-c2ccccc2)cc1)NCC1CC1 (stereo unspecified)	5%	-4%	-4%
